Compound activity as filed in PubChem.
GLS inh = qHTS for Inhibitors of Glutaminase (GLS); Glutaminase kidney isoform, mitochondrial (Homo sapiens), O94925; GLS enzymatic activity, qHTS titration; Potency, µM (series often up to 45.5 µM), inactives show at the highest dose activity change, negative = inhibition, actives largely listed as inhibitors; hit rate 0.21% among 410,000; further: potency means the concentration at half of the fitted maximal effect; on the % scale 0 is the no-effect control and ±100 the full control effect
Target sequence (O94925 whole entry, looked up, canonical isoform): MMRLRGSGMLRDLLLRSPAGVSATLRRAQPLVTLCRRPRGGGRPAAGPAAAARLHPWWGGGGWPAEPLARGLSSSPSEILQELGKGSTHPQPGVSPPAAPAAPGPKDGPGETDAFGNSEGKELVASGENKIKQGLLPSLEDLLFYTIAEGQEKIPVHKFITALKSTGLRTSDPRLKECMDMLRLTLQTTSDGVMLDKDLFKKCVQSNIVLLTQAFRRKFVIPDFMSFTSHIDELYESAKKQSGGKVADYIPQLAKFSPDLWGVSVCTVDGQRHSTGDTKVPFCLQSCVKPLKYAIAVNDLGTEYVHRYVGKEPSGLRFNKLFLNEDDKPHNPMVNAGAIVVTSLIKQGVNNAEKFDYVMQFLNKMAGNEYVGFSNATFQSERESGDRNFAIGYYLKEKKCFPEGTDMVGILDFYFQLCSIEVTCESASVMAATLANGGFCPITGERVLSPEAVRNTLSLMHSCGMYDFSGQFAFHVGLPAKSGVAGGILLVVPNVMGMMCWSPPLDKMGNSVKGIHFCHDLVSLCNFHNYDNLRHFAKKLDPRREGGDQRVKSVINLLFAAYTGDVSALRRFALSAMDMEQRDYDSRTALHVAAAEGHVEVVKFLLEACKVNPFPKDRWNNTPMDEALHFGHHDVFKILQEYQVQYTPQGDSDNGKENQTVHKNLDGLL
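Enzyme dispensed in phosphate buffer (45 mM, pH 8.2, 0.02% Tween-20), compounds pinned in, then 1 mM L-glutamine solution and the glutamate oxidase–HRP–Amplex Red mix added; fluorescence read immediately and again after 30 min at room temperature.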
PI4K2A block = qHTS for small molecular inhibitors of PI4K2A. Phosphatidylinositol 4-kinase type 2-alpha (Homo sapiens), Q9BTU6. purified PI4K2A, ADP-Glo luminescence, 1 h; active compounds read low. activity change, negative = inhibition, % at 76.9 µM. hit rate 0.13% among 420,000; in the data active means activity change below about -50%; inconclusive means mostly about -30% to -49%;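 further: -100% = wells without enzyme as full effect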
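ADP-Glo luminescence measured ADP generated by PI4K2A enzyme (4 ug/mL before mixing) with 1.2 mM PI substrate (pre-mix) and 300 microM ATP (pre-mix). Tris pH7.5 buffer with MgCl2, Triton X-100; 1 h reaction at ambient temperature.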
HP1b binding inh = HTS for Inhibitors of HP1-beta Chromodomain Interactions with Methylated Histone Tails. Chromobox protein homolog 1 (Homo sapiens), P83916. Potency, µM (titrated, usually from 114 µM), for the others: at the highest dose activity change, negative = inhibition, actives largely listed as inhibitors. AID 540317, 2011. AlphaScreen HP1-beta / biotin-H3K9me3 peptide binding. hit rate 0.56% among 390,000; further: potency means the concentration at half of the fitted maximal effect; nearly all actives have a fitted effect of over 70% in size; inactives centre near 23
Target sequence (P83916 whole entry, looked up): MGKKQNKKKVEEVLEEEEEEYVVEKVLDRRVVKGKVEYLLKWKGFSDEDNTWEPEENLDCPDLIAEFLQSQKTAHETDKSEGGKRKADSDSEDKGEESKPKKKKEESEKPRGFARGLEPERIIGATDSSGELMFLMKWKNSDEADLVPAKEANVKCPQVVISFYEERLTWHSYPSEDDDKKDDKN
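HP1-beta protein (50 nM final) preincubated 30 min at room temperature with biotinylated H3(1-18)K9me3 peptide (50 nM) in PBS pH 7.4, 0.01% Tween-20, then compound added for 30 min. AlphaScreen streptavidin donor/nickel chelate acceptor beads (10 ug/mL final), 30 min dark, luminescence read.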
rTrxR1 inhibitor = qHTS Assay for Inhibitors of Mammalian Selenoprotein Thioredoxin Reductase 1 (TrxR1): qHTS. recombinant rTrxR1, NADPH fluorescence consumption, selenite substrate. Potency, µM (top dose mostly 114 µM), for the others: at the highest dose activity change, negative = inhibition, hits mostly inhibitors. hit rate 1% among 390,000. AID 588453, 2011. Thioredoxin reductase 1, cytoplasmic (Rattus norvegicus), O89049; further: potency means the concentration at half of the fitted maximal effect; on the % scale 0 is the no-effect control and ±100 the full control effect; nearly all actives have a fitted effect of over 65% in size
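Rat TrxR1 (90 nM in the dispensed reagent) was pre-reduced with 400 uM NADPH for 5 min at room temperature, then incubated with compound for 15 min. After 400 uM selenite was added, NADPH fluorescence (Ex 340/Em 450 nm) was followed for 8 min.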
TrxR1 substrate = qHTS Assay for Substrates of Mammalian Selenoprotein Thioredoxin Reductase 1 (TrxR1): qHTS; Thioredoxin reductase 1, cytoplasmic (Rattus norvegicus), O89049; purified TrxR1 substrate turnover, NADPH consumption readout; Potency, µM (titrated, usually from 114 µM), inactives show at the top dose activity change, negative = substrate turnover; hit rate 0.01% among 390,000; further: potency means the concentration at half of the fitted maximal effect; on the % scale 0 is the no-effect control and ±100 the full control effect; nearly all actives have a fitted effect of over 50% in size
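Rat TrxR1, dispensed at 90 nM, was prereduced with 400 uM NADPH (final) for 5 min at ~22 deg C, then incubated with compound 15 min before 400 uM selenite. A first-read NADPH fluorescence drop versus no-compound background flagged substrates.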
USP1-UAF1 inh = Inhibitors of USP1/UAF1: Primary Screen; Ubiquitin carboxyl-terminal hydrolase 1 (Homo sapiens), O94782; recombinant USP1/UAF1, Ub-Rhodamine cleavage fluorescence; Potency, µM (series often up to 57.1 µM), inactives show at the top dose activity change, negative = inhibition, most hits filed as inhibitors; hit rate 0.23% among 390,000; further: potency means the concentration at half of the fitted maximal effect; on the % scale 0 is the no-effect control and ±100 the full control effect; nearly all actives have a fitted effect of over 60% in size; inactives centre near -12
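High-throughput fluorogenic screen: 1nM USP1/UAF1 complex, Ub-Rho substrate 150nM final, 50mM HEPES pH 7.8 with 0.5mM EDTA, 0.1 mg/ml BSA, 1mM TCEP and 0.01% Tween-20.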
Pin1 inh = qHTS Assay to Find Inhibitors of Pin1. hit rate 0.009% among 390,000. AID 504891, 2011. Pin1 FP peptide displacement, HiFluor488, 10 min. Peptidyl-prolyl cis-trans isomerase NIMA-interacting 1 (Homo sapiens), Q13526. Potency, µM (titrated, usually from 115 µM), inactives show at the top dose activity, negative = inhibition, usual class: inhibitors; active means well fitted inhibition curve with a large enough effect in the polarisation, with a control signal flat, not every such curve was filed as active; inconclusive means small, poorly fitted or top-dose-only effect, or effect the other way, or a change in a side signal; inactive means no such curve, though single readings can be large or run the other way; the % refers to the polarisation; further: potency means the concentration at half of the fitted maximal effect; on the % scale 0 is the no-effect control and ±100 the full control effect
Target sequence (Q13526 whole entry, looked up): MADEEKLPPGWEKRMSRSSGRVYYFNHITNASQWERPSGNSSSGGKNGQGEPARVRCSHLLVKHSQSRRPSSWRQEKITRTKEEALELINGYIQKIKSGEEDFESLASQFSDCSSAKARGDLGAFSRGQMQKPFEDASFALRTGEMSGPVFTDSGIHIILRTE
IDH1 R132H inh = qHTS for Inhibitors of mutant isocitrate dehydrogenase 1 (IDH1): qHTS. Isocitrate dehydrogenase [NADP] cytoplasmic (Homo sapiens), O75874. IDH1-R132H enzyme, NADPH consumption, diaphorase/resazurin fluorescence. Potency, µM (highest dose often 76.6 µM), for inactives: at the top dose activity change, negative = inhibition, hits mostly inhibitors. hit rate 0.093% among 390,000; further: potency means the concentration at half of the fitted maximal effect; on the % scale 0 is the no-effect control and ±100 the full control effect; nearly all actives have a fitted effect of over 65% in size
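IDH1-R132H (0.5 ug/mL dispensed) in pH 7.5 Tris buffer was preincubated 30 min with compound, then given a substrate mix of 0.016 mM NADPH and 2 mM alpha-KG for 80 min at room temperature; remaining NADPH was read by diaphorase/resazurin fluorescence.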
PGK inhibitor = qHTS Assay to Find Inhibitors of Phosphoglycerate Kinase; Potency, µM (highest dose often 57.5 µM), inactives show at the highest dose activity change, negative = inhibition, hits mostly inhibitors; hit rate 0.043% among 380,000; PGK/GAPDH coupled, Kinase-Glo luminescence, 60 min; Phosphoglycerate kinase, glycosomal (Trypanosoma brucei brucei), P07378; further: potency means the concentration at half of the fitted maximal effect; on the % scale 0 is the no-effect control and ±100 the full control effect; nearly all actives have a fitted effect of over 60% in size
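Recombinant glycosomal PGK reaction used 1,3-bisphosphoglycerate generated in-well by GAPDH (100nM final) in 100mM TEA pH 7.6, 5mM MgCl2, 0.01% Tween-20. After 60 minutes at room temperature, ATP was read by Kinase-Glo Plus luminescence end-point.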
Active calls of the source: *; i = inactive; ? = inconclusive; & = joins results of further samples; [ ] = dose if it differs, or a comment. Unless noted, the call rests on the fitted dose curve; in most records, active means well fitted curve in the direction sought with a large enough effect; inconclusive means small, poorly fitted or top-dose-only effect, or another doubt; inactive means no such curve, though single readings can be large; an effect the other way counts as inactive or inconclusive. An excerpt; count on the stated rates, not on these rows.

SMILES	GLS inh	PI4K2A block	HP1b binding inh	rTrxR1 inhibitor	TrxR1 substrate	USP1-UAF1 inh	Pin1 inh	IDH1 R132H inh	PGK inhibitor
O=C(COC(=O)CNC(=O)c1ccccc1Cl)Nc1ncc(C(F)(F)F)cc1Cl	-3%	5	35%	-10%	-4%	-13%	-7%	4%	-1%
COC(C/C=C\[C@H](O)[C@@H](C)OCc1ccccc1)OC	1%	-4	4%	-2%[57.1 µM]	4%	-10%	2%	-4%	7%
CC1(C)C(=O)N(c2ccccc2)C1c1ccccc1O (configuration not stated)	30%	5	26%	3%	-4%	-13%	3%	-7%	10%
CC1CCN(S(=O)(=O)c2ccc3c4c2CC(=O)N4CC(C)S3)CC1 (configuration not stated)	4%	-4	14%	-8%	-7%	-12%	-7%	-16%	1%
CCOC(=O)c1c(NC(=O)c2ccc(-n3cnnn3)cc2)sc2c1CCCC2	4%	-7	16%	-9%	-3%	2%	8%	3%	-12%
O=[N+]([O-])c1ccccc1Nc1cccnc1	1%	1	6%	13%[57.1 µM]	4%[57.1 µM]	3%	3%	-11%	-2%
Cc1ccc(S(=O)(=O)Nc2cccc(C(=O)NCC(c3ccco3)N3CCCCC3)c2)cc1F (configuration not stated)	-1%	3	-9%	8%	-3%	-19%	2%	2%	-3%
CCc1ccc(OCC(=O)OC(C)C(=O)NC2CC2)cc1 (configuration not stated)	-23%	-1	42%[activator]	-2%	-4%	-17%	1%	-17%	1%
CCOC(=O)CSc1nnc(N)s1	0%	-4	18%	-6%	3%	-13%	9%	-2%	-3%
Cc1ccc2[nH]c(=O)c(C(c3nnnn3CC3CCCO3)N3CCOCC3)cc2c1 (configuration not stated)	0%	5	21%	4%	19%	-7%	0%	0%	3%
O=C(Nc1ccc(OCC(=O)N2CCOCC2)cc1)Nc1cccc(Cl)c1	1%	2	14%	10%[57.1 µM]	7%[57.1 µM]	-17%	1%	-2%	-6%
CCc1ccccc1N(CC)C(=O)C1CCN(c2ncnc3c2nc2n3CCCCC2)CC1	4%&2%	-2&3	-6%[57 µM]	-3%&0%	-8%&-2%	-4%&-19%	?	3%&-17%	5%&-4%
Cc1c(C(=O)N(C)CCC#N)oc2ccc(S(=O)(=O)N3CCOCC3)cc12	-1%	5	21%	18%[57.1 µM]	6%[57.1 µM]	-17%	-8%	-2%	-1%
O=C1CC(Nc2ccc3ccccc3c2)C(=O)N1Cc1ccccc1 (configuration not stated)	19%	3	31%	-1%	-5%	-8%	?	2%	-2%
C=C(C)Cn1c(SCC(=O)c2ccccc2)nc2sc3c(c2c1=O)CCCC3	-5%	-3	82%[activator]	6%	9%	-19%	0%	0%	-8%
CSc1cccc(NC(=O)c2cc(S(=O)(=O)N3CCCCC3)c[nH]2)c1	-8%	0	30%	22%	20%	-23%	-4%	5%	i
CC(=O)N(Cc1cccnc1)c1nc2ccc(F)cc2s1	-4%	1	56%[activator]	19%[57.1 µM]	5%[57.1 µM]	-20%	-3%	12%	-9%
CN(C)C(=O)CSc1nnc(Cc2ccccc2)n1CC1CCCO1 (configuration not stated)	-4%	2	39%[activator]	12%	1%	-25%	-4%	-4%	6%
COc1ccc(/C=C/c2c(-c3cccc(C)c3)oc3ccc(-c4ccc5c(c4)OCO5)cc23)cc1	-1%	-3	24%	33%[57.1 µM]	33%[57.1 µM]	15%	33%[activator]	2%	-2%
C=CC(=O)Nc1cccc(Oc2cc(Cl)nc3[nH]ccc23)c1	2%	-2	21%	20%[57.1 µM]	7%[57.1 µM]	-13%	9%	6%	i
CCOc1ccc(C(=O)NC2CCN(CC(=O)NCc3ccccc3)CC2)cc1	3%	2	14%	14%	3%	-19%	-1%	0%	i
Clc1cccc(-c2nc3nc4ccccc4nc3n2Cc2ccco2)c1	8%	-9	10%	7.9µM*	20%	-8%	-1%	1%	9%
Cc1ccc(S(=O)(=O)N(CC(=O)N2CCN(c3ccc(F)cc3)CC2)C2CCCCC2)cc1	10%	4	0%	-8%	-5%	-9%	4%	-1%	-2%
Cc1ccc(-c2nc3ncccc3o2)cc1NC(=O)c1cccnc1	1%	-3	25%	-8%	-13%	-7%	1%	-8%	i
COc1cccc(OC)c1C(=O)NNC(=O)c1cccnc1	5%	-2	9%	-5%[57.1 µM]	2%[57.1 µM]	-15%	0%	11%	5%
O=C(COc1ccc2c3c(c(=O)oc2c1)CCCC3)NC(Cc1ccc(Cl)cc1)C(=O)O (configuration not stated)	30%	-4	16%	15%	108%[activator]	15%	-21%	-9%	3%
Cc1ccc(C(=O)C(C)OC(=O)c2ccc(Cl)nc2)cc1 (configuration not stated)	0%	1	49%[activator]	-17%	-16%	-8%	-3%	6%	i
Cc1ccc2c(cnn2C(=O)CCC(=O)NCc2ccccc2Cl)c1	3%	1	24%	-15%[57.1 µM]	2%[57.1 µM]	-13%	6%	-11%	1%
COc1ccc(C2c3[nH]c4ccc(OC)cc4c3CCN2C(=O)Nc2ccccc2)cc1 (configuration not stated)	0%	2	-7%	38%	7%	-23%	-1%	9%	-2%
CC(NC(=O)CN1CCN(C(=O)c2cccs2)CC1)c1ccc(F)cc1F (configuration not stated)	-2%	1	32%	18%	1%	-6%	-1%	-9%	-1%

Part of the list above, reduced to IDH1 R132H inh, TrxR1 substrate and PI4K2A block:
smiles,IDH1 R132H inh,TrxR1 substrate,PI4K2A block
Cc1ccc(C(=O)C(C)OC(=O)c2ccc(Cl)nc2)cc1 (configuration not stated),6%,-16%,1
Cc1ccc2c(cnn2C(=O)CCC(=O)NCc2ccccc2Cl)c1,-11%,2%[57.1 µM],1

Continued.
SMILES	GLS inh	PI4K2A block	HP1b binding inh	rTrxR1 inhibitor	TrxR1 substrate	USP1-UAF1 inh	Pin1 inh	IDH1 R132H inh	PGK inhibitor
COC(=O)C(=C/C=C/c1ccco1)C(=O)OC	-3%	-8	38%	?	-10%	-21%	-2%	-4%	-8%
O=C(NNC(=O)C1CC1c1ccccc1)c1ccccc1[N+](=O)[O-] (configuration not stated)	-1%	-2	45%[activator]	-8%	-13%	-9%	9%	3%	-5%
CCOC(=O)C1CCN(C2=C(NS(=O)(=O)c3ccc(Br)cc3)C(=O)c3ccccc3C2=O)CC1	30%[activator]	?	7.1µM*	1%	-2%	?	-7%	1%	-14%
CCc1ccc(-c2nc(CS(=O)CC(=O)NCc3ccc(F)cc3)c(C)o2)cc1 (configuration not stated)	5%	6	18%	14%[57.1 µM]	2%[57.1 µM]	0%	10%	41%[activator]	15%
COc1ccc2cc(-c3cccnc3)ncc2c1	4%	-5	16%	4%	24%	-11%	-18%	-8%	-3%
Cn1c(C(=O)O)c(CC(=O)NCc2cccnc2)c2ccccc21	2%	0	36%	-1%	-2%	-19%	-2%	11%	-2%
O=C(Nc1ccc(C(=O)N2CCN(c3ccccc3)CC2)cc1)c1nsc2ccccc12	-2%	-3	6%[57 µM]	22%[57.1 µM]	4%[57.1 µM]	-11%	17%	-11%	-7%
COc1ccc(C)cc1-n1nnnc1SCc1nc2ccccc2s1	-1%	2	3%	13%[57.1 µM]	8%[57.1 µM]	-21%	56%[activator]	2%	0%
CSc1cccc(NC(=O)CCc2ccccc2)c1	0%	3	48%[activator]	15%[11.4 µM]	9%[11.4 µM]	-5%	1%	7%	24%

Reprinted at random: 5 records from the list, in no set order.
SMILES	GLS inh	PI4K2A block	HP1b binding inh	rTrxR1 inhibitor	TrxR1 substrate	USP1-UAF1 inh	Pin1 inh	IDH1 R132H inh	PGK inhibitor
O=C(NNC(=O)C1CC1c1ccccc1)c1ccccc1[N+](=O)[O-] (configuration not stated)	-1%	-2	45%[activator]	-8%	-13%	-9%	9%	3%	-5%
COc1ccc(C)cc1-n1nnnc1SCc1nc2ccccc2s1	-1%	2	3%	13%[57.1 µM]	8%[57.1 µM]	-21%	56%[activator]	2%	0%
COC(=O)C(=C/C=C/c1ccco1)C(=O)OC	-3%	-8	38%	?	-10%	-21%	-2%	-4%	-8%
CCOC(=O)C1CCN(C2=C(NS(=O)(=O)c3ccc(Br)cc3)C(=O)c3ccccc3C2=O)CC1	30%[activator]	?	7.1µM*	1%	-2%	?	-7%	1%	-14%
O=C(Nc1ccc(C(=O)N2CCN(c3ccccc3)CC2)cc1)c1nsc2ccccc12	-2%	-3	6%[57 µM]	22%[57.1 µM]	4%[57.1 µM]	-11%	17%	-11%	-7%
